Assay outcomes deposited in PubChem BioAssay by Sanford-Burnham Center for Chemical Genomics.
hIAP activ = human IAP activators, primary screen, biochemical, luminescence, uHTS; Intestinal-type alkaline phosphatase (Homo sapiens), P09923; purified human IAP, CDP-Star luminescence, 30 min; stronger effect = higher value; 1 = vehicle-only enzyme, 0 = enzyme-free background; activation factor at 10 µM; 330,000 compounds, 0.16% hits; AID 2524, 2010;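 active = activation factor of the enzyme at least 2-fold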; also: the source names both 10 and 20 µM as test concentration; values of inactives mirror those of a sister screen read the other way
Target sequence (P09923 whole entry, looked up): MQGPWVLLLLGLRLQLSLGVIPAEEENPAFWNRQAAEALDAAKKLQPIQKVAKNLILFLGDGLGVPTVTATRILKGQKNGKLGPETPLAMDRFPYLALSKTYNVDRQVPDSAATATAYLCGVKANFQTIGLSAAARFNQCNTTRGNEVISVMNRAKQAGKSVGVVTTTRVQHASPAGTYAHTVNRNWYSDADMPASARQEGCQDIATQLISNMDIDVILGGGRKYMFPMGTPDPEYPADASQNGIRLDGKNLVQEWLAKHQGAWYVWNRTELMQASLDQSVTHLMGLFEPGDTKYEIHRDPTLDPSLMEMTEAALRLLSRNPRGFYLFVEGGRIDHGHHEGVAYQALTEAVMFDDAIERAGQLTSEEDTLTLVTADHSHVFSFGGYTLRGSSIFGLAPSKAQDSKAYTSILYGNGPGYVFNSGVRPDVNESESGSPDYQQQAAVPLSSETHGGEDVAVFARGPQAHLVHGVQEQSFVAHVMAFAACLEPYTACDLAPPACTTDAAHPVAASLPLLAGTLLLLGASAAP
ATG4B inh = ATG4B protease inhibitors, primary screen, biochemical, fluorescence, uHTS | Cysteine protease ATG4B (Homo sapiens), Q9Y4P1 | ATG4B cleavage of LC3-PLA2, NBD-HPC fluorescence, 1 h | inhibition, % at 8.33 µM | 340,000 compounds, 0.51% hits | AID 504462, 2011; in the data active = inhibition above about 40%
Target sequence (Q9Y4P1 whole entry, looked up): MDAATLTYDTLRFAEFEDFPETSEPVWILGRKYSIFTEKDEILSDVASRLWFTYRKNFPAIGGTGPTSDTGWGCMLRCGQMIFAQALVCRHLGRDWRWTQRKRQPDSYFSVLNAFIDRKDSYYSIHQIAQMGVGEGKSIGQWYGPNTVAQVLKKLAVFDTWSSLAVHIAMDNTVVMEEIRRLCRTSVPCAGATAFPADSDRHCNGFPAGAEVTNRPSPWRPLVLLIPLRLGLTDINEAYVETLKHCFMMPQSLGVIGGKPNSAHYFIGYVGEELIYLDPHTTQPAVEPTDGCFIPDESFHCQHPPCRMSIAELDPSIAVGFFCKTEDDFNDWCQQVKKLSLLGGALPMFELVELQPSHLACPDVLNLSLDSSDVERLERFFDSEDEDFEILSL
mIAP activ = activators of mouse IAP, primary screen, biochemical, luminescence, uHTS; 330,000 compounds, 0.24% hits; muIAP, CDP-Star luminescence, 30 min; stronger effect = higher value; 1 = vehicle-only enzyme signal, 0 = enzyme-free wells; intestinal alkaline phosphatase [Mus musculus]; AID 2805, 2010; activation factor at 10 µM;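 active = activation factor of at least 2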; also: the source names both 10 and 20 µM as test concentration; values of inactives mirror those of a sister screen read the other way
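Assay system: mouse IAP enzyme / Compound: DMSO-dissolved test compounds / Timing: 30 min, room temperature / Measured by: luminescence from enzymatic CDP-Star hydrolysis / Control set: DMSO-only wells, enzyme-free buffer wells as negative control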
mIAP inh = inhibitors of mouse IAP, primary screen, biochemical, luminescence, uHTS. intestinal alkaline phosphatase [Mus musculus]. purified mouse IAP, CDP-Star luminescence, 30 min. inhibition, % at 10 µM. 330,000 compounds, 0.2% hits;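 active = inhibition of at least 40% at 10 µM in the primary screen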;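 also: plate controls were DMSO with enzyme for no effect and no enzyme wells for full effect; values of inactives mirror those of a sister screen read the other way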
APOBEC3A inh = APOBEC3A ssDNA deaminase inhibitors, primary screen, selectivity assay for APOBEC3G inhibitor project, biochemical, FAM/TAMRA oligo cleavage fluorescence; DNA dC->dU-editing enzyme APOBEC-3A (Homo sapiens), P31941; 330,000 compounds, 0.41% hits; inhibition, % at 20 µM; recombinant A3A, FAM/TAMRA ssDNA deamination fluorescence;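 active = at least 40% inhibition at 20 µM here, with at most 30% in a related deaminase screen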;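 also: plate controls were A3A with DMSO for no effect and wells lacking A3A enzyme for full effect; some results filed as inactive read as strong as hits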
PfG6PD inh = PfG6PD enzyme inhibitors, primary screen, biochemical, fluorescence intensity, uHTS | glucose-6-phosphate dehydrogenase-6-phosphogluconolactonase (Plasmodium falciparum 3D7) | PfGluPho enzyme, NADPH resazurin-diaphorase fluorescence | inhibition, % at 20 µM | 350,000 compounds, 0.78% hits;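 active = inhibition reaching at least a set limit at 20 µM in the primary screen, cut at about 59% in these data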;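 also: 0% = DMSO wells with substrate and 100% = DMSO wells lacking glucose-6-phosphate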
hIAP inh = human IAP inhibitors, primary screen, biochemical, luminescence, uHTS | AID 2544, 2010 | inhibition, % at 10 µM | Intestinal-type alkaline phosphatase (Homo sapiens), P09923 | purified IAP, CDP-Star luminescence, 30 min | 330,000 compounds, 0.12% hits;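 active = inhibition reaching a set limit with compound at 10 µM in the primary screen, cut at about 35% in these data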;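 also: plate controls were DMSO wells with enzyme for no effect and no-enzyme buffer wells for full effect; values of inactives mirror those of a sister screen read the other way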
HKDC1 inhibitor = HKDC1 hexokinase inhibitors, primary screen, biochemical, fluorescence, uHTS. inhibition, % at 20 µM. Q2TB90. recombinant HKDC1, G6PDH/diaphorase resazurin coupled fluorescence. 340,000 compounds, 0.16% hits;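 active = inhibition above about 35% when tested at 20 µM, limit read from the data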;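 also: plate controls were DMSO wells with enzyme for no effect and DMSO wells lacking enzyme for full effect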
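Test system: Recombinant HKDC1 (HK5) hexokinase enzyme, produced in-house | Input: HKDC1 at 5 µg/mL | Buffer or medium: Tris pH 8.0 buffer with MgCl2, Tween-20, BSA, BME | Schedule: 90 min reaction incubation at room temperature, dark | Technique: Resazurin-to-resorufin fluorescence via G6PDH and diaphorase coupling, 525/613 nm | Controls: DMSO wells with and without enzyme mix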
* hit, by the source's call; · = not tested or not shown.

hIAP activ | ATG4B inh | mIAP activ | mIAP inh | APOBEC3A inh | PfG6PD inh | hIAP inh | HKDC1 inhibitor | structure
1.1 | -17 | 1.1 | -9 | 2 | 0 | -5 | -6 | Cn1c(C(=O)OC(C(=O)NC2CCCCC2)c2ccncc2)cc2sccc21 (stereo not given)
1.1 | 0 | 1.1 | -5 | 1 | -6 | -6 | -8 | COc1ccc(CCNC(=O)/C=C/c2ccc(C)cc2)cc1OC
1 | -1 | 0.9 | 10 | -1 | -6 | -4 | 0 | COc1ccc(CCC(=O)OCC(=O)N2CCN(S(=O)(=O)c3ccc(C)cc3C)CC2)cc1
0.84 | 6 | 1.1 | -6 | -3 | -12 | 16 | -7 | Cc1ccc(C)c(C(=O)OCC(=O)Nc2ccc(N3CCOCC3)cc2)c1
0.9 | -4 | 0.96 | 4 | -4 | 5 | 10 | -4 | Cc1cccc2c(=O)c(C(=O)NCc3ccc(F)cc3)c[nH]c12
1.2 | -2 | 0.84 | 16 | -1 | -20 | -21 | 18 | CCc1nnc(NS(=O)(=O)c2ccc(N/C=C(\C=O)c3nc4cc(Cl)ccc4o3)cc2)s1
1.2 | -8 | 0.95 | 5 | -1 | -1 | -18 | -1 | O=C(Nc1nncs1)c1c(F)c(F)c(F)c(F)c1F
1.1 | 2 | 1.1 | -11 | -4 | -13 | -6 | 6 | O=C(C1CCC(CNc2c(N3CCCCC3)c(=O)c2=O)CC1)N1CCCCC1 (stereo not given)
1 | -2 | 0.95 | 5 | -2 | 5 | -3 | 2 | CCCCOC(=O)c1ccc(NC(=O)c2cnc3n(c2=O)CCS3)cc1
0.9 | -13 | 1 | -1 | -3 | -2 | 10 | -9 | CC(C)NC(=S)NCc1cccnc1
0.89 | 0 | 1 | -2 | 3 | 8 | 11 | -2 | O=C(Nc1ccc(F)cc1)OCCOc1ccc(Br)cc1
1.2 | -5 | 0.95 | 5 | -2 | -10 | -24 | 5 | CCC(C)(C)NC(=O)Cc1ccc(Cl)cc1
1.8 | 9 | 0.87 | 13 | -5 | -4 | -76 | 4 | O=C(COc1ccc(Cl)cc1Cl)NNC(=S)NCc1ccco1
0.92 | 6 | 1.1 | -6 | 1 | -10 | 8 | 9 | O=C(NCCc1ccccc1F)c1cccc2cccnc12
0.98 | · | 0.96 | 4 | -6 | · | 2 | · | Cc1ccc(/C=C2\SC(=S)N(CC(=O)Nc3ncc(Cc4ccccc4Cl)s3)C2=O)cc1
0.98 | -4 | 1 | -3 | -6 | 3 | 2 | -9 | CC(C)(C)NC(=O)CSc1nnc(C2CC2)n1Cc1ccccc1
1.2 | -4 | 0.94 | 6 | -2 | -15 | -17 | 15 | N#CCC(=O)N/N=C/c1ccc(OCC(=O)Nc2ccc(F)cc2)cc1
1.4 | -2 | 1.1 | -6 | 6 | -3 | -40 | 3 | CCN(CC(=O)NCc1ccc(Cl)cc1)C(=O)COc1ccc(C)cc1C
0.85 | -4 | 0.95 | 5 | 19 | 10 | 15 | 2 | CC1=C(OC(=O)c2ccccc2)C(C)(C)C(c2ccc(Br)cc2)OC1=O (stereo not given)
1.3 | -8 | 1 | -1 | -4 | 1 | -26 | -15 | CC1Cc2cc(C3(O)C(=O)c4ccccc4C3=O)ccc2N1 (stereo not given)
1.1 | -12 | 1 | -3 | 0 | 13 | -7 | -5 | Cc1ccccc1NC(=O)CN(C)S(=O)(=O)c1cccc2cccnc12
1.1 | 1 | 1.1 | -11 | -1 | -10 | -14 | 2 | CC(C)OCCCNC(=O)c1cn(C)c2ccc(S(=O)(=O)N3CCCC3)cc2c1=O
0.93 | -5 | 1 | -1 | -1 | -4 | 7 | 3 | N#Cc1cc([N+](=O)[O-])c(-n2nnc3ccccc32)c([N+](=O)[O-])c1
1.1 | -10 | 0.96 | 4 | -2 | -1 | -9 | -11 | CC1=C(/C=C/C(=O)O)C(C)(C)CCC1
1 | 5 | 1.1 | -8 | 0 | -2 | -2 | 3 | COc1ccc(N2C(=NC(=O)CC3CCCCC3)SC3CS(=O)(=O)CC32)cc1 (stereo not given)
0.88 | -2 | 0.93 | 7 | -5 | 22 | 12 | -2 | CCCCn1c(=O)c2ccccc2n2c(=S)[nH]nc12
1 | -4 | 0.79 | 22 | -1 | 14 | -1 | 13 | CC1Cc2nc(SCC(=O)NC3CCCCC3)n(C)c(=O)c2S1 (stereo not given)
1 | -9 | 1 | -3 | -2 | -2 | -2 | -3 | CCN(CC)c1ccc2c(c1)C(=O)N(C)C2=O
0.99 | -1 | 1.1 | -12 | -4 | 21 | 1 | -11 | N#Cc1ccccc1Sc1ccccc1C(=O)OCC(=O)NC1CCS(=O)(=O)C1 (stereo not given)
0.85 | -2 | 0.97 | 3 | -2 | -4 | 15 | -4 | O=C(c1ccc([N+](=O)[O-])cc1)N1CCN(c2ncccn2)CC1

By substructure: those above with an aryl methoxy group.
hIAP activ | ATG4B inh | mIAP activ | mIAP inh | APOBEC3A inh | PfG6PD inh | hIAP inh | HKDC1 inhibitor | structure
1.1 | 0 | 1.1 | -5 | 1 | -6 | -6 | -8 | COc1ccc(CCNC(=O)/C=C/c2ccc(C)cc2)cc1OC
1 | -1 | 0.9 | 10 | -1 | -6 | -4 | 0 | COc1ccc(CCC(=O)OCC(=O)N2CCN(S(=O)(=O)c3ccc(C)cc3C)CC2)cc1
1 | 5 | 1.1 | -8 | 0 | -2 | -2 | 3 | COc1ccc(N2C(=NC(=O)CC3CCCCC3)SC3CS(=O)(=O)CC32)cc1 (stereo not given)

Next part.
hIAP activ | ATG4B inh | mIAP activ | mIAP inh | APOBEC3A inh | PfG6PD inh | hIAP inh | HKDC1 inhibitor | structure
1.1 | -10 | 0.96 | 4 | 0 | 7 | -6 | 7 | O=[N+]([O-])/C(C(Cl)=C(Cl)Cl)=C(/Sc1ccccc1)N1CCCCC1
0.97 | -1 | 0.95 | 5 | -2 | -1 | 3 | -1 | CCOC(=O)C1=C(C)N(CCCC(=O)O)C(=O)NC1c1ccc(Cl)cc1 (stereo not given)
1.1 | -5 | 1.1 | -7 | -5 | -11 | -12 | 15 | O=C(NC(NC(=S)Nc1cccc(Cl)c1)C(Cl)(Cl)Cl)OCc1ccccc1 (stereo not given)
0.93 | -9 | 1.1 | -7 | -1 | 11 | 7 | -8 | CS(=O)(=O)c1ccc2nc(NC(=O)C3CCCCC3)sc2c1
0.98 | 0 | 0.96 | 4 | -5 | 10 | 2 | -7 | COc1ccc(/C=N/NC(N)=S)cc1
0.93 | 2 | 0.95 | 5 | 3 | -15 | 7 | 13 | CCOC(=O)C1(CCc2ccccc2)CCN(C(=O)CCc2cnccn2)CC1
1.6 | -38 | 0.97 | 3 | -7 | -27 | -60 | 0 | Cc1cccc(OCC(=O)NNC(=O)c2cc(S(=O)(=O)N(C)C)ccc2N2CCCC2)c1
1.1 | 30 | 1 | -3 | -3 | -8 | -12 | 3 | O=C(Nc1nc2ccccc2n1CCN1CCCC1)C1CCCCC1
1.1 | 2 | 1.1 | -11 | 2 | -2 | -10 | -3 | CCOC(=O)c1ccc(N(CC(=O)NC2CCCCC2)C(=O)CNC(=O)c2ccco2)cc1
0.91 | -6 | 0.87 | 13 | -4 | 123* | 9 | 8 | Cc1ccccc1OCC(=O)N/N=C/c1ccc(Sc2nc3ccccc3s2)o1
1.1 | 2 | 0.96 | 4 | 4 | 13 | -11 | -3 | COc1ccc(CC(=O)n2nc(-c3ccc(Cl)cc3)nc2NCc2ccco2)cc1
1 | 6 | 0.98 | 2 | 2 | 14 | -1 | 16 | CC(=O)c1ccc(OC(=O)C(CCS(C)(=O)=O)N2C(=O)c3ccccc3C2=O)cc1 (stereo not given)
1.1 | 2 | 1 | -3 | 1 | 1 | -7 | 7 | O=c1oc(-c2ccccc2)nc2ccsc12
1 | -1 | 0.92 | 8 | -5 | 10 | -2 | -4 | CCCn1c(N)c(C(=O)CSc2nncs2)c(=O)[nH]c1=O
0.97 | 0 | 0.98 | 2 | 1 | -7 | 3 | -3 | CN(C)CCNC(=O)C(=O)NCC1CCCN1S(=O)(=O)c1cccs1 (stereo not given)
0.88 | -1 | 1 | -1 | 6 | 5 | 12 | -7 | CCOc1ccc(CCNC(=O)CSc2ncn[nH]2)cc1OCC
1.1 | 9 | 0.94 | 6 | 2 | -10 | -6 | 1 | CN(C)CCCNC1=CC(=O)OC12CCCCC2
0.92 | 7 | 1.4 | -38 | 1 | -12 | 8 | 0 | CCOc1ccc(CCNC(=O)Nc2cccc(OC)c2)cc1OCC
1 | 7 | 0.99 | 1 | 2 | -8 | -1 | 0 | O=C(CN1c2ccccc2Sc2ccccc21)N/N=C/c1ccccc1
0.87 | -12 | 1.1 | -9 | -2 | -2 | 13 | -4 | Cc1ccnc(NS(=O)(=O)c2ccc(-n3cccn3)cc2)c1
1.1 | 0 | 1 | -2 | -4 | -7 | -13 | -6 | COc1ccc(NC(=O)CN(C)CC(=O)NC(=O)NC2CCCCC2)cc1
0.96 | -9 | 0.97 | 3 | 2 | -4 | 4 | -2 | COc1cccc(-c2cc(-c3cccnc3)nc(N)c2C#N)c1
1.1 | -1 | 1.7 | -68 | -1 | 2 | -12 | -11 | CCCC(NC(=S)NCC1CCCO1)C12CC3CC(CC(C3)C1)C2 (stereo not given)
1.2 | -7 | 0.94 | 6 | 0 | 6 | -22 | -7 | CC(C)(C)C(=O)CNS(=O)(=O)c1ccc(S(=O)(=O)NC2CC2)cc1
1.3 | -5 | 0.88 | 12 | 2 | -1 | -26 | -3 | N=c1c(C(=O)NCc2ccc3c(c2)OCO3)cc2c(=O)n3ccccc3nc2n1CC1CCCO1 (stereo not given)
1 | -5 | 0.97 | 3 | 31 | -5 | 0 | -1 | CN(CC(=O)Nc1cccc(F)c1)C(=O)Cn1cnc2c1c(=O)n(C)c(=O)n2C
1.5 | 5 | 0.91 | 9 | -3 | 18 | -48 | 0 | Cc1cc(Cl)c2oc(C(=O)NCC(C)(C)N3CCOCC3)c(C)c2c1
0.93 | 5 | 1 | -2 | 0 | 43 | 7 | -4 | Cc1cc(NC(=O)CCC(=O)N(c2ccccc2)C(C(=O)NC2CCCC2)c2ccc(F)cc2)no1 (stereo not given)
0.93 | -4 | 1 | -3 | 1 | -18 | 7 | 4 | COc1cccc(C(C(=O)NC2CCCC2)N(C(=O)c2ccco2)c2ccc(-n3cnnn3)c(C)c2)c1OC (stereo not given)
· | 11 | 0.97 | 3 | 8 | 26 | · | -2 | CC[C@@H]1C(c2ccccc2)=NN(c2ccc(Br)cc2)[C@H]1C(=O)N1CCOC1=O
1.1 | -5 | 1.2 | -18 | -3 | -18 | -7 | 6 | O=C(Nc1cccc(Cl)c1)c1ccncc1
